# From PubChem BioAssay
# INS promoter inh: TRM-6 insulin promoter activity inhibition | TRM-6 cells (human fetal islet line), insulin promoter-eGFP reporter, imaging; reporter expression induced with tamoxifen | inhibition, % at 2 µM | hit rate 0.9% among 130,000;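 active means inhibition above the mean plus 3 SD, with well images judged a real hit on visual review, cut at about 60% in these data, passing the limit was not always enough; inconclusive means inhibition over the cutoff but images rejected on review; inactive means inhibition not above the cutoff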
# SDO1 yeast rescue: compounds rescuing growth of sdo1-depleted yeast, bone marrow failure model | z-score at 10 µM | S. cerevisiae sdo1-depleted JHY4D growth rescue, OD600 30 h; hits give high values; pdr5 snq2 efflux-pump mutant strain | hit rate 0.21% among 140,000;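 active means z-score above 3 at both the 24 hr and the 30 hr optical density reads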;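 further: z-score against mean and SD of all compound wells on the same plate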
# SDO1 yeast rescue Rescue 24 h: also measured in SDO1 yeast rescue; calls as there; z-score; S. cerevisiae sdo1-depleted JHY4D growth rescue, OD600; measured here: growth rescue at 24 h;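 0 is the plate mean of compound wells and units are plate SD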
# Numbers without * were called inactive; ? = inconclusive; · = not tested or not shown.
SMILES,INS promoter inh,SDO1 yeast rescue,SDO1 yeast rescue Rescue 24 h
COC(=O)CCC(=O)N1CCCC(CO)(Cc2ccccc2C)C1 (configuration not stated),13,·,·
COc1ccc(CC(=O)OCc2cc3ccccc3[nH]c2=O)cc1,·,0.11,1.1
CC1=CC(C)(C)N=C(NC#N)N1,9,1.8,1.9
COc1cc(OC)cc(C(=O)Nc2nc3ccccc3[nH]2)c1,-9,-0.86,-0.48
CCCc1nc(SCC(=O)N2CCC(Cc3ccccc3)CC2)c2c(=O)n(C)c(=O)n(C)c2n1,·,-1.4,-1.1
CCCN1C2=C(C(=O)CCC2)C(c2ccc(O)c(Br)c2)C2=C1CCCC2=O,29,-0.9,-1.2
CCOC(=O)c1[nH]c(C)c(C(=O)NC)c1C,·,0.86,0.59
CCCOc1ccc(CSC(CC(=O)O)C(=O)O)cc1 (configuration not stated),·,0.22,0.06
CC1=CC(C)(C)NC(=S)N1c1ccc2ccccc2c1,-7,0.29,0.47
O=C1C2C3C=CC(C3)C2C(=O)N1CCN1CCN(Cc2ccc([N+](=O)[O-])cc2)CC1 (configuration not stated),-18,·,·
O=C(O)CCNS(=O)(=O)c1ccccc1Br,-27,·,·
N/C(Cc1cccs1)=N\OC(=O)COc1ccccc1Cl,53,-2.2,-1.7
Cc1ccc(-c2nc(CS(=O)CC(=O)NCCN(CC(C)C)CC(C)C)c(C)o2)cc1 (configuration not stated),36,0.92,2.1
Cc1c(N=C2C(=O)Nc3ccccc32)c(=O)n(-c2ccccc2)n1C,·,0.59,0.31
CC1=CC2=NC(=O)/C(=C\c3cccn3CCOc3cc(C)cc(C)c3)C(=N)N2O1,-27,-0.57,-0.78
Cc1nn(-c2ccccc2)c(=S)c2ccccc12,38,-1.5,-1.6
COc1cc(/C=C2\SC(=S)N(Nc3ccccc3)C2=O)cc(OC)c1OC,·,-1.3,-0.33
O=C(NCCCN1CCOCC1)C(=O)N/N=C/c1c2ccccc2cc2ccccc12,12,0.02,-0.19
COc1cc(NC(=O)c2ccc(C)cc2)c(OC)cc1NC(=O)CN1CCCCC1,32,0.31,0.26
COc1cc(C)c(N)cc1C(C)C,-20,2.4,3.2
C/C(=N\NC(=O)c1nonc1N)c1cccs1,13,1.6,2
CCc1cccc(CC)c1NC(=O)Cn1c(-c2ccc(F)cc2)noc1=O,-35,·,·
Cc1cccc(OCc2nnc(SCC(=O)Nc3sc(C)c(C)c3C#N)n2C)c1,25,0.22,1.8
C/C(=N\NC(=O)c1nn(C)cc1Br)c1ccncc1,-31,0.48,-0.04

# Some of the entries so far, field by field:
Cc1nn(-c2ccccc2)c(=S)c2ccccc12
  INS promoter inh: 38
  SDO1 yeast rescue: -1.5
  SDO1 yeast rescue Rescue 24 h: -1.6

O=C(O)CCNS(=O)(=O)c1ccccc1Br
  INS promoter inh: -27
  SDO1 yeast rescue: ·
  SDO1 yeast rescue Rescue 24 h: ·

COc1cc(NC(=O)c2ccc(C)cc2)c(OC)cc1NC(=O)CN1CCCCC1
  INS promoter inh: 32
  SDO1 yeast rescue: 0.31
  SDO1 yeast rescue Rescue 24 h: 0.26

N/C(Cc1cccs1)=N\OC(=O)COc1ccccc1Cl
  INS promoter inh: 53
  SDO1 yeast rescue: -2.2
  SDO1 yeast rescue Rescue 24 h: -1.7

# New compounds follow
SMILES,INS promoter inh,SDO1 yeast rescue,SDO1 yeast rescue Rescue 24 h
COc1cc(S(=O)(=O)NC2CCCC2)ccc1Cl,59,0.45,-0.5
Cc1ccnc(NC(=O)CCc2c(C)nc3ncnn3c2C)c1,0,0.65,0.67
CC(=O)Oc1ccc(CCC(C)OC(C)=O)cc1 (configuration not stated),10,0.01,-0.14
COc1cccc(CNC(=O)C2CCN(S(=O)(=O)N3CCC4(CC3)OCCO4)CC2)c1,-172,1.2,0.53
CC1(C)Oc2ccc3ccc(=O)oc3c2/C(=C/NC2CCCCC2)C1=O,-38,-1.1,-1.6
COc1ccc(Cl)cc1N(C)C(=O)CCNC(=O)Cn1cnc2ccccc2c1=O,·,2.2,3.1
CC(=O)Nc1ccc(/C=N/NC(=S)NC(C)C)cc1,50,·,·
CCN(CC)C(=O)c1ccc(O)c(OC)c1,18,0.98,0.15
N/C(=N\c1nc2ccccc2o1)NC(=O)c1ccccc1,-6,-1.4,-0.72
C=CCC1S/C(=N/N=C/c2cccs2)NC1=O (configuration not stated),7,·,·
Cc1ccc(C(=O)Nn2c(N)c(S(=O)(=O)c3ccc(C)cc3)c3nc4ccccc4nc32)cc1,-47,2.7,0.99
COc1ccc(C(OC(=O)c2ccco2)C(=O)NC2CCCCC2)cc1OC (configuration not stated),3,0.84,0.59
O=C(CCc1ccccc1)Nc1cccc([N+](=O)[O-])c1,-6,·,·
COc1ccccc1NC(=S)N/N=C/c1cccc(C)c1,42,-0.87,-0.32
O=C(CS(=O)(=O)Cc1ccccc1)N1CCc2ccccc21,-100,-0.15,-0.36
CC(Oc1ccccc1)C(=O)Nc1ccc(C(N)=O)cc1 (configuration not stated),-174,-0.53,-0.42
CN1CCN(CCCN2c3ccccc3Sc3ccc(Cl)cc32)CC1,-14,-2.8,-2.3
COc1cccc(C(=O)N(Cc2ccc3c(c2)OCO3)Cc2nc3ccccc3c(=O)[nH]2)c1,·,-0.48,-0.01
CCC1=Nc2cc(C(=O)NCCCOC(C)C)ccc2Sc2ccccc21,-110,-0.28,-0.07
O=C(NCC1CCCO1)Nc1cccc(Cl)c1 (configuration not stated),-17,1.9,1.6
C=CC#CC1(O)CC(C)[N+](C)(C)CC1C (configuration not stated),-50,·,·
COc1ccc(NC(=O)Nc2ccccc2C)c(OC)c1,·,-0.11,-0.11
CO/N=C(/C)CCS(=O)(=O)c1ccccc1,-7,·,·
CCCc1nnc(SCC(=O)N2CCCCC2C)n1CC1CCCO1 (configuration not stated),-22,0.11,-0.35
O=C(COc1cc(Cl)ccc1Cl)Nc1ccc2c(c1)CCC2,-38,-0.67,-0.4
COc1ccc(NC(=O)c2cc(S(=O)(=O)N(Cc3ccccc3)c3ccccc3)ccc2Cl)cn1,-12,-0.03,0.59
CC(=O)OC(Cn1ccnc1)c1ccccc1 (configuration not stated),·,-0.05,-0.83
CNC(=O)CCCc1nc(-c2ccccc2Cl)no1,29,0.56,0.64
Cc1ccc(S(=O)(=O)N(C)C)cc1NC(=S)NCCc1ccccn1,56,·,·
COc1ccc(NC(=O)CSc2n[nH]c(N)n2)cc1OC,-332,·,·
CCOc1ccc(/C=C2/C(=O)N(c3ccc(OC)cc3)C(=S)N2CC(=O)OC)cc1OCC,46,-1.2,-0.73
CCCNCC(O)COc1ccccc1C(=O)CCc1ccccc1 (configuration not stated),-23,0.34,0.04
Cc1ccc(COc2coc(CO)cc2=O)cc1,-19,1.4,1.4
CC1CCN(C(=O)CSc2nc3[nH]ncc3c(=O)[nH]2)CC1,·,1.6,1.4
Cn1c(SCC(=O)N2CCCc3ccccc32)nnc1-c1ccccc1,·,0.75,-0.13
COc1ccc(C)cc1NC(=O)CN(C)S(=O)(=O)c1cccs1,-5,1.7,2.2
COc1cccc(N(C(=O)C2CSC(=O)C2)C(C(=O)NC(C)(C)C)c2ccncc2)c1 (configuration not stated),25,·,·
COc1cc2ccc(=O)oc2c(O)c1OCC=C(C)C,·,0.4,0.39
CCN(CC)S(=O)(=O)c1cc(NC(=O)c2ccc(Br)s2)ccc1C,37,·,·
C[n+]1ccn(CC(=O)c2ccc(Cl)cc2)c1,-19,0.54,-0.04
Cn1c(=O)c2c(nc(N/N=C/c3ccc(OC(=O)c4ccco4)cc3)n2Cc2ccccc2Cl)n(C)c1=O,36,-0.41,0.51
Cc1ccc(-c2c[n+](CC(=O)N3c4ccccc4Sc4ccccc43)c3n2CCC3)cc1,·,0.04,-0.38
CN(C)C(CNC(=O)Cc1ccc([N+](=O)[O-])cc1)c1ccccc1 (configuration not stated),14,·,·
Fc1ccc(/C=N/NC2=Nc3cccc4cccc2c34)cc1,-34,-1.5,-1.2
COC(=O)c1ccccc1NC(=O)CN1CCC(NC(=O)c2ccc(C)cc2)CC1,·,-0.37,-0.6
O=C(CNS(=O)(=O)c1ccc(F)cc1)N1CCN(c2ccccc2)CC1,31,0.51,-0.37
CCOC(=O)c1ccccc1NC1CC(=O)N(c2ccccc2C)C1=O (configuration not stated),24,-0.29,0.28
COCCN(C(=O)CSc1nnc(C)n1Cc1ccccc1)c1c(N)n(Cc2ccccc2)c(=O)[nH]c1=O,-67,·,·

# Another view of part of the listing above.
C[n+]1ccn(CC(=O)c2ccc(Cl)cc2)c1
- INS promoter inh = -19
- SDO1 yeast rescue = 0.54
- SDO1 yeast rescue Rescue 24 h = -0.04
Cn1c(=O)c2c(nc(N/N=C/c3ccc(OC(=O)c4ccco4)cc3)n2Cc2ccccc2Cl)n(C)c1=O
- INS promoter inh = 36
- SDO1 yeast rescue = -0.41
- SDO1 yeast rescue Rescue 24 h = 0.51
Cc1ccc(-c2c[n+](CC(=O)N3c4ccccc4Sc4ccccc43)c3n2CCC3)cc1
- INS promoter inh = ·
- SDO1 yeast rescue = 0.04
- SDO1 yeast rescue Rescue 24 h = -0.38

# (list continues)
SMILES,INS promoter inh,SDO1 yeast rescue,SDO1 yeast rescue Rescue 24 h
O=C1OC(Nc2ccc(F)cc2F)c2ccccc21 (configuration not stated),21,0.81,0.29
CCOCCOC(=O)c1cccc(NC(=O)OCC)c1,16,0.93,0.84
Cn1nc(OC(=O)Nc2ccc(Cl)cc2)cc1C(F)(F)F,·,0.07,-0.28
CCCc1ccc(-c2cc(N)n[nH]2)cc1,17,0.27,-0.25
CC1(C)C(=O)Nc2ccccc2N1C(=O)CN1C(=O)c2ccccc2C1=O,·,-0.1,-0.77
Cc1sc(NC(=S)NC(=O)c2ccc(C(C)(C)C)cc2)c(C#N)c1C,15,0.88,1.2
Cc1ccc(S(=O)(=O)NCC(=O)N(CCc2ccccc2)CC(=O)NCc2ccco2)cc1,·,2.4,2.4
O=C(Nc1ccc(-c2nc3ccccc3[nH]2)cc1)c1ccc(N2C(=O)CCC2=O)cc1,0,0.97,1.4
COc1ccc(CNc2nc3ccccc3n2CCN2CCOCC2)cc1,-462,1.1,1.7
CCNC(=O)c1ccccc1NC(=O)c1cccc(S(=O)(=O)N2CCC(C)CC2)c1,-6,-0.77,-0.02
COc1ccc(-n2nnnc2SCC(=O)N2CCCc3ccccc32)cc1OC,-116,-0.03,-0.01
COc1cc(SC)ccc1C(=O)Nc1ccon1,-34,-0.03,-0.42
COc1ccccc1C(=O)Nc1ncc2c(n1)CC(c1ccco1)CC2=O (configuration not stated),·,0.97,0.93
Brc1ccc(CSc2ncn[nH]2)cc1,·,0.22,0.41
O=C(CN(c1ccccn1)S(=O)(=O)c1ccccc1)Nc1ccccc1,23,·,·
Cc1ccc(NC2c3ncccc3C(=O)N2Cc2cccs2)cc1C (configuration not stated),-35,·,·
O=C/C(=C\Nc1ccccn1)c1nc2ccccc2o1,-228,0.79,1.1
Cc1nc(/N=C(\N)NC(=O)N2c3ccccc3Sc3ccccc32)nc2ccccc12,-8,-0.06,0.02
Cc1ccc(S(=O)(=O)N2CCN(C(=O)CSc3nnnn3C)C2)cc1,-24,0.03,-0.76
C=CCSc1nnc(-c2ccccc2NC(C)=O)c(=O)[nH]1,10,1.1,0.21
CCOc1cccc(-c2csc(C3COc4ccccc4O3)n2)c1 (configuration not stated),·,-0.02,1.4
O=C(O)c1ccccc1O,-14,-0.69,-1.1
Cc1cccc(C)c1N1CCN(S(=O)(=O)N(C)C)CC1,-61,·,·
CCCSc1nnc(-c2c[nH]c3ccccc23)n1CC,·,-0.63,-0.97
Cn1nc(-c2ccc(Cl)cc2)c2cc(C(=O)N3CCN(c4ccccc4)CC3)sc21,·,1.1,1.4
Cc1ccc(NS(=O)(=O)c2ccc(CCC(=O)NCc3ccccn3)cc2)cc1,-12,·,·
COc1ccc(-c2csc3nc(-c4ccccc4)oc(=O)c23)cc1OC,14,·,·
O=C(NCCCN1CCOCC1)c1ccc(Sc2ccccc2Cl)c([N+](=O)[O-])c1,-32,-0.41,-0.49
COc1ccc(/C=C(\C#N)C(=O)NCc2cccs2)cc1OC,-24,-0.79,-0.65
Cc1cc(C)cc(Nc2nc3c(S(=O)(=O)c4ccccc4)nnn3c3ccccc23)c1,-48,1.1,1.1
O=C(CSCc1c(Cl)cccc1Cl)Nc1ccccc1-c1ccccc1,-33,-1,-0.76
Cc1ccc(-c2nnc(N(C)C(=O)C3CCCO3)s2)cn1 (configuration not stated),7,0.31,-0.2
CCc1ccc(NC(=O)Nc2cccs2)cc1,·,-1,-1
CCOC(=O)c1ccc(NC(=O)CSc2nc(C)nc3c2c(=O)n(C)c(=O)n3C)cc1,·,-0.95,-0.5
O=C(Cc1c[nH]c2ccccc12)OCC(=O)c1ccccc1,22,-0.13,-0.06
CN(CC(=O)Nc1c(Cl)cccc1Cl)C(=O)CCCN1C(=O)c2ccccc2C1=O,8,-0.28,-0.48
CC(=O)NN1C(=O)c2ccc(Oc3cccc([N+](=O)[O-])c3)cc2C1=O,-2,1.5,2
COc1ccc(NS(=O)(=O)c2cc(N/C(=N\S(=O)(=O)c3ccccc3)c3ccc(F)cc3)ccc2Cl)cc1,-76,-0.31,-0.61
O=C(N/N=C/c1ccc(Cl)c([N+](=O)[O-])c1)c1ccc2nc[nH]c2c1,21,0.73,-0.18
CCCc1sc(N/N=C/c2ccccn2)nc1-c1ccc(F)cc1,?,-2.1,-1.7
COc1ccccc1NC(=O)Cc1noc(CN(C)Cc2cccs2)n1,-36,0.67,0.5
CC(=O)Nc1ccc(S(=O)(=O)n2nc(C)cc2C)cc1,-49,0.94,0.48
CC1(C(=O)CSc2ncn[nH]2)CCC(=O)O1 (configuration not stated),8,0.75,0.68

# Not all compounds are listed; the hit share may differ from the screen's.
